Source: PubChem
MEP2-GFP yeast: alters MEP2-GFP fluorescence in TOR pathway yeast screen | S. cerevisiae MEP2-GFP strain, flow cytometry GFP, 3 h; 100% = DMSO control level | GFP response vs DMSO, % at 10 µM | 0.51% of 330,000 active;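 active = GFP response versus DMSO above a set limit, roughly screen mean plus 3 SD, cut at about 180% in these data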;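 note: median GFP fluorescence of the barcode-gated MEP2-GFP cells per well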
EBNA-1 inh: blocks EBNA-1 binding to DNA; 0.34% of 300,000 active; EBNA-1 DNA binding, fluorescence polarization; inhibition, % at 14.8 µM; in the data active = inhibition above about 28%
procasp3 activ: activates human procaspase-3. recombinant procaspase-3 D3A, Ac-DEVD-pNA absorbance 405 nm. activation, % at 8.5 µM. 0.11% of 330,000 active;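 active = activation above the mean of all tested compounds plus 3 SD, cut at about 21% in these data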;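 note: 0% = DMSO alone and 100% = DMSO wells spiked with extra 5 µM PC-3 D3A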
Target sequence (P42574 whole entry D9A/D28A/D175A): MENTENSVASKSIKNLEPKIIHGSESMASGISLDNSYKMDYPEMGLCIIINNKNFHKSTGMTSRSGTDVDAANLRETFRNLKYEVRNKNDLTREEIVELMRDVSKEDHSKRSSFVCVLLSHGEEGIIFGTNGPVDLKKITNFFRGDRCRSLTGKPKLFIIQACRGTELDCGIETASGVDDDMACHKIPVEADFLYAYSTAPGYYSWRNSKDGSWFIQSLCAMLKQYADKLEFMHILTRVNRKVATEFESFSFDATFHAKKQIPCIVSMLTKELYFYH
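assay system = Procaspase-3 D3A mutant | signal = absorbance at 405 nm, 0 and 120 min | times = 1 h preincubation plus 2 h reaction at 25 °C | repeats = single replicate | read-out = % activation between DMSO and enzyme-spiked controls | medium = Zinc-free HEPES saline buffer with Triton X-100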
RPL19A TOR yeast: yeast TOR pathway RPL19A-GFP modulation; S. cerevisiae RPL19A-GFP strain, flow cytometry, 3 h; active compounds read low; percent response vs DMSO, % at 10 µM; 0.3% of 330,000 active;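 active = percent response vs DMSO below 50%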;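 note: median channel GFP fluorescence of the barcoded RPL19A-GFP strain; ratio of sample median GFP to plate DMSO average so 100% = DMSO; lower means less RPL19A-GFP as with rapamycin TOR inhibition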
ZTA counter: ZTA (EBV) inhibition in EBNA-1 counter-screen; P03206; ZTA-DNA binding, fluorescence polarization; inhibition, % at 11 µM; 0.15% of 320,000 active; in the data active = inhibition above about 33%
proCasp7 act: counter-screen: procaspase-7 (human) activation; P55210; recombinant procaspase-7, Ac-DEVD-pNA absorbance 405 nm; D23A/D198A/D206A triple mutant, cannot self-cleave; scale: DMSO 0, 5 µM enzyme 100; activation, % at 8.5 µM; 0.093% of 330,000 active;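 active = percent activation above the screen-wide mean plus 3 SD, cut at about 25% in these data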
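Replicates: singlicate. Assay system: Procaspase-7 triple mutant (PC-7 D3A). Signal: 405 nm absorbance of p-nitroaniline. Times: 1 h preincubation, 2 h reaction. Buffer or medium: Zinc-free HEPES pH 7.4 with 300 mM NaCl, 0.01% Triton X-100. Also added: DEVD-pNA substrate. Benchmarks: DMSO wells as 0%, DMSO with 5 µM added PC-7 as 100%.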
LAP4 TOR yeast: alters LAP4-GFP fluorescence in TOR pathway yeast screen; GFP response vs DMSO, % at 10 µM; 0.34% of 320,000 active; AID 2023; S. cerevisiae LAP4-GFP multiplex, flow cytometry GFP, 3 h; median GFP as percent of DMSO wells;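 active = GFP response vs DMSO above a set limit, about the screen mean plus 3 SD, cut at about 150% in these data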
AHR act: activators of human aryl hydrocarbon receptor. P35869. AID 2796. activation, % at 5 µM. 2.5% of 320,000 active. AHR-responsive luciferase reporter cells, luminescence; in the data active = activation above about 47%;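 note: 0% = vehicle wells and 100% = reference agonist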
Target sequence (P35869 whole entry, looked up): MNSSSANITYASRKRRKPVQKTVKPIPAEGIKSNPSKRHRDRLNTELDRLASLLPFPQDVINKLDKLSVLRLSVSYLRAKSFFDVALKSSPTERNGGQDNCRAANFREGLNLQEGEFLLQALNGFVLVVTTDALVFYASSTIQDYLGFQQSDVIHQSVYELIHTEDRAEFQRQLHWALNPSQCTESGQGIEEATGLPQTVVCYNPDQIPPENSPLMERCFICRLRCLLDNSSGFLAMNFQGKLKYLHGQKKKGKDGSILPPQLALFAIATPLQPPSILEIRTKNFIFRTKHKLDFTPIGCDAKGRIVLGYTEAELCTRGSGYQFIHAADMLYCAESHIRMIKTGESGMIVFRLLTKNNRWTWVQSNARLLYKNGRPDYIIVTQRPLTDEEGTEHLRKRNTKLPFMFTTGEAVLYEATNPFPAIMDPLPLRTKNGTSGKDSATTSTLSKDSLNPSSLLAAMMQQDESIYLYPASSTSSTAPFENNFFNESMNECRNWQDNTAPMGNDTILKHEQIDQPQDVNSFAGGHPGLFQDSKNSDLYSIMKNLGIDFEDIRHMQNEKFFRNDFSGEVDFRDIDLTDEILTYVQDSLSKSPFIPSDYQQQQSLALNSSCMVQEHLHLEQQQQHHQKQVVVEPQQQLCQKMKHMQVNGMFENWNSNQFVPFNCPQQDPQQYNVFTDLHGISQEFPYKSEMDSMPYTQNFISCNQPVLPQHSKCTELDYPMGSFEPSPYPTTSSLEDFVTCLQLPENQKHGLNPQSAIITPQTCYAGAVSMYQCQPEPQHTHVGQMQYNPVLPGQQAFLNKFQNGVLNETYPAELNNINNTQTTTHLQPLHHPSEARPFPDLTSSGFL
* hit, by the source's call; . = not tested or not shown.

SMILES	MEP2-GFP yeast	EBNA-1 inh	procasp3 activ	RPL19A TOR yeast	ZTA counter	proCasp7 act	LAP4 TOR yeast	AHR act
CCOC(=O)C1CCN(C(=O)c2ccc(OCC(=O)Nc3cccc(C(F)(F)F)c3)c(OC)c2)CC1	102	-3	3	101	-6	10	104	-2
COc1cc(NC(=O)Nn2cnnc2)cc(OC)c1OC	101	-1	1	101	-2	-3	104	1
O=C(Nc1cccc(C(F)(F)F)c1)C1CCN(S(=O)(=O)c2cnc[nH]2)CC1	106	9	6	101	5	1	107	0
Cc1ccc(C(=O)N/N=C\c2ccc[nH]2)cc1[N+](=O)[O-]	94	-23	-1	98	-1	-10	90	10
CC1CCCN(C(=O)CNC(=O)c2cccs2)C1 (stereo not given)	101	.	-3	103	4	0	102	7
OCCNCCCCSc1ccc(Cl)cc1	108	1	1	97	-14	4	93	2
CN(c1ccccc1)S(=O)(=O)c1cccc(NC(=O)c2cc(=O)c3ccccc3o2)c1	99	-15	-3	98	-7	4	99	9
CC1=Nc2cc(C(=O)NCCN3CCOCC3)ccc2Sc2c(C)ccc(C)c21	98	15	8	100	1	2	109	0
Cc1cc(C)cc(Nc2c(F)c(F)c(F)c(F)c2C(=O)O)c1	115	7	-1	106	2	-4	116	-1
Cc1nc2ccn(Cc3ccccc3)c(=O)c2cc1C(=O)N1CCN(c2ccccc2)CC1	93	-7	-2	98	-8	0	95	4
O=C(CCN1CCN(c2ccccc2F)CC1)Nc1ccccc1F	95	12	-2	95	3	4	92	-1
CCCc1nnc(NC(=O)CSc2nc3ccccc3[nH]2)s1	103	8	4	93	2	12	115	7
Cc1c(Br)c([N+](=O)[O-])nn1C(C)C(=O)NCc1cccs1 (stereo not given)	111	0	3	112	3	14	113	-1
COc1ccc(C2C(C#N)=C(N)N(c3sc4c(c3C#N)CCCC4)C3=C2C(=O)CC(C)(C)C3)cc1 (stereo not given)	100	-4	-3	105	-12	-17	100	14
O=C1CCCC/C=C\C[C@H](CC(=O)N(CCO)Cc2ccccc2)C(=O)N2CCC[C@@H]2CO1	91	.	8	94	.	-6	88	0
COc1ccc(Br)cc1CNC(=O)C1CCCN(S(C)(=O)=O)C1 (stereo not given)	106	-3	-7	102	-3	5	97	3
O=c1c2ccccc2[nH]c(=S)n1C1CCCCC1	101	-8	-5	93	-9	8	94	1
Clc1ccc(-c2nc(-c3ccccn3)no2)cc1Cl	102	5	-1	93	9	9	95	72*
COCCn1c(SCC#N)nnc1-c1ccc(OC)cc1	102	1	-1	102	-3	-3	103	1
Cc1cccc(C(=O)NCCc2nnc(SCC(=O)Nc3nc(C)cs3)n2C)c1	98	1	6	98	0	9	95	1
CC1(C)CN=C(N(Cc2ccccc2)C(=O)Nc2ccccc2)S1	100	-3	-7	97	3	1	99	2
Cc1ccc(S(=O)(=O)N2CCCN(C(C)c3nc4ccccc4c(=O)[nH]3)CC2)cc1 (stereo not given)	93	.	5	87	-6	6	88	-1
O=Nc1ccc(O)c2ncccc12	105	10	-1	94	6	5	114	2
S=C(c1cn(CCOc2ccccc2)c2ccccc12)N1CCCC1	99	4	-9	96	7	-10	94	2
O=C(COc1ccccc1)N1CCN(c2ccccc2)CC1	99	-6	3	102	1	5	95	3

An excerpt of these results, with each value named:
COc1cc(NC(=O)Nn2cnnc2)cc(OC)c1OC
  MEP2-GFP yeast = 101	EBNA-1 inh = -1	procasp3 activ = 1	RPL19A TOR yeast = 101	ZTA counter = -2	proCasp7 act = -3	LAP4 TOR yeast = 104	AHR act = 1

O=C(Nc1cccc(C(F)(F)F)c1)C1CCN(S(=O)(=O)c2cnc[nH]2)CC1
  MEP2-GFP yeast = 106	EBNA-1 inh = 9	procasp3 activ = 6	RPL19A TOR yeast = 101	ZTA counter = 5	proCasp7 act = 1	LAP4 TOR yeast = 107	AHR act = 0

Cc1ccc(C(=O)N/N=C\c2ccc[nH]2)cc1[N+](=O)[O-]
  MEP2-GFP yeast = 94	EBNA-1 inh = -23	procasp3 activ = -1	RPL19A TOR yeast = 98	ZTA counter = -1	proCasp7 act = -10	LAP4 TOR yeast = 90	AHR act = 10

Compounds above containing a CF3 group:
SMILES	MEP2-GFP yeast	EBNA-1 inh	procasp3 activ	RPL19A TOR yeast	ZTA counter	proCasp7 act	LAP4 TOR yeast	AHR act
CCOC(=O)C1CCN(C(=O)c2ccc(OCC(=O)Nc3cccc(C(F)(F)F)c3)c(OC)c2)CC1	102	-3	3	101	-6	10	104	-2
O=C(Nc1cccc(C(F)(F)F)c1)C1CCN(S(=O)(=O)c2cnc[nH]2)CC1	106	9	6	101	5	1	107	0

(further entries)
SMILES	MEP2-GFP yeast	EBNA-1 inh	procasp3 activ	RPL19A TOR yeast	ZTA counter	proCasp7 act	LAP4 TOR yeast	AHR act
COc1cc2c(cc1OC)CN(C(=S)Nc1cccc(Cl)c1C)CC2	105	-4	-6	94	-13	-20	102	2
COc1ccc2nc(NC(=O)c3ccc(NC(=O)C4CCCO4)cc3)sc2c1 (stereo not given)	88	-19	4	108	-7	-12	97	14
O=C(NCCSc1ccc(Br)cc1)c1ccccc1	94	9	-3	97	11	-6	133	14
CC(=O)c1cccc(NC(=S)Nc2cccc3ccccc23)c1	96	4	-11	95	-7	-12	102	54*
CCN1CCN(c2cc(C)c3cc(NC(=S)N(C)Cc4ccccc4)ccc3n2)CC1	102	-1	-2	98	11	-13	106	9
COCCNC(=O)CSc1ccccc1C(=O)O	105	-5	-3	104	-5	4	97	2
O=C(/C=C/c1cccs1)c1cc(Cl)ccc1OC(=O)N1CCOCC1	88	-12	5	99	6	0	88	26
O=C(NC1CCCc2ccccc21)c1cn2ccccc2n1 (stereo not given)	110	0	6	96	16	-2	111	5
Oc1ccc(Cl)cc1CNCc1cccc2ccccc12	101	-5	0	95	4	2	93	2
COc1cccc(C(=O)Nc2cc(C)on2)c1OC	114	-14	-13	106	-2	10	115	-1
CCOC(=O)CNC(=O)C(Cc1ccccc1)NS(=O)(=O)c1cccs1 (stereo not given)	97	0	7	98	-10	-2	101	0
COc1ccc(NC(=O)C(C)NS(=O)(=O)c2ccccc2)cc1Cl (stereo not given)	105	-6	-15	103	1	-1	113	5
CCOc1ccc(-n2c(-c3ccco3)n[nH]c2=S)cc1	89	-1	-2	92	19	-1	96	1
COc1cccc(N2C(=O)C3NN=C(C(=O)CN4C(=O)c5ccccc5C4=O)C3C2=O)c1 (stereo not given)	103	-5	3	93	-1	-2	109	0
CC(=O)c1cccc(NC(=O)CCNS(=O)(=O)c2cccc3nsnc23)c1	104	-3	-1	104	-13	11	104	2
Cc1nc2n[nH]c(N)c2c2c1CCCC2	96	-6	0	90	-12	-2	100	3
COc1ccc(C(=O)NC(=S)NCc2ccc(-c3nc4ccccc4o3)cc2)cc1OC	103	9	-1	100	2	-11	103	3
CCOC(=O)N/N=C/c1ccccc1F	104	-3	4	100	-2	-13	107	9
O=C(CCc1ccccc1)NNC(=O)c1ccccc1Br	109	0	-6	106	-8	3	101	3
COc1ccc(C(C)=O)cc1CN1C(=O)C(C)N(c2ccc(C)cc2)C1=O (stereo not given)	108	7	9	99	-19	2	103	16
CC(=O)C[C@H](O)CC(=O)[C@@H]1OC(=O)CCCCC/C=C/Cc2ccccc21	104	.	-4	99	.	5	107	0
C=CCC[C@@H](Cc1ccc(F)cc1)C(=O)OC[C@@H](Cc1c[nH]c2ccccc12)NC(=O)[C@H](CC=C)CC(=O)N[C@H](CO)Cc1ccccc1	87	.	-8	94	.	0	94	1
CSc1ccc(C(=S)N2CCN(CCO)CC2)cc1	97	10	-15	96	9	-10	98	-3
COCc1cc(C)nc(Nc2ccccc2OC)c1C#N	101	1	2	101	4	-5	99	52*
Cc1ccc(Nc2nc(-c3c(C)nc4ccccn34)cs2)cc1	102	6	-14	100	16	-10	131	-11

(next part)
SMILES	MEP2-GFP yeast	EBNA-1 inh	procasp3 activ	RPL19A TOR yeast	ZTA counter	proCasp7 act	LAP4 TOR yeast	AHR act
CCN(CC)C(=O)c1nc[nH]c1C(=O)N(CC)CC	97	.	-4	94	2	6	103	-1
Clc1cnc(N/N=C/c2ccco2)c(Cl)c1	98	-2	-3	105	7	-1	102	42
COc1cccc(C2Nc3ccccc3NC3=C2C(=O)CC(C)(C)C3)c1OC (stereo not given)	100	-8	-2	94	0	8	73	1
Cc1ccc(F)cc1NC(=O)CN1C(=O)NC(C)(c2ccc3c(c2)OCCO3)C1=O (stereo not given)	110	.	9	112	15	4	106	-1
CC(=O)c1cn(CCOc2ccc(F)cc2)c2ccccc12	106	-11	1	107	-14	-7	96	-3
CCC(CC)c1nnc(NC(=O)C2CC(=O)N(c3ccc4c(c3)OCCO4)C2)s1 (stereo not given)	112	10	10	109	-1	2	98	-2
CCOC(=O)C1CCN(C(=O)c2ccccc2N(C)S(C)(=O)=O)CC1	96	3	-5	99	13	-3	91	0
Clc1ccc(CN2C3=NCCCN3c3ccccc32)c(Cl)c1	105	8	3	100	14	16	107	1
CC(=O)C1C(c2ccccc2OC(F)F)NC(=O)NC1(O)C(F)(F)F (stereo not given)	101	12	2	110	11	-6	93	0
CC(C)COc1ccc(C(=O)OC2CC(C)(C)OCC2CN(C)C)cc1 (stereo not given)	104	1	8	99	12	7	100	1
CSc1ncccc1C(=O)OCC(=O)N(C)C	101	12	1	113	7	-4	102	-2
O=C(CN1N=C(c2ccccc2)CCC1=O)NCCCN1CCc2ccccc2C1	108	4	-1	109	0	-3	104	1
CCc1nnc(NC(=O)c2sc3nc4c(cc3c2N)CCCCC4)s1	103	1	-16	106	-11	-16	109	124*
Cc1cccc(C)c1OCc1cc(C(=O)NCc2ccc(Cl)s2)no1	106	0	-3	98	-6	13	94	0
COc1ccccc1COc1ccc2c(C)c(CC(=O)O)c(=O)oc2c1C	107	-7	-2	100	12	-4	92	1
O=C(NCC(=O)N(c1ccc(F)cc1)C(C(=O)NC1CCCCC1)c1cccnc1)c1ccco1 (stereo not given)	88	-6	3	96	-10	4	95	0
CN1CCN(c2ccccc2NC(=O)c2cccc(OCc3ccccc3)c2)CC1	114	0	2	104	8	6	100	1
CCOC(=O)C[C@H]1c2cc(F)ccc2S(=O)(=O)N1Cc1ccc(OC)cc1	89	19	9	93	4	1	131	-4
Cc1ccc(-c2ncccc2OC(=O)C23CC4CC(CC(C4)C2)C3)cc1	114	3	0	107	14	-10	114	3
CCN1CCN(c2nc(Nc3cccc(F)c3)nc(N)c2[N+](=O)[O-])CC1	102	6	-10	98	6	-1	.	5
CCC(C(=O)NC1CC1)n1nc(C)c2c(C)n(-c3ccccc3)nc2c1=O (stereo not given)	92	-7	1	88	-27	-7	89	3
COc1cc(C(=O)Oc2ccccc2/C=N/NC(=O)c2ccc(Cl)cc2Cl)cc(OC)c1OC	100	-18	-6	102	-2	1	97	59*
Cc1ccc(C(=O)NCC(=O)OCc2cccc(Br)c2)cc1	96	-1	-2	97	-4	8	125	-1
CCOCCc1nnc(NC(=O)c2cccs2)s1	109	2	3	113	-7	1	98	74*
C#CCNc1c2c(nc3ncnn13)CC(C)CC2 (stereo not given)	101	11	-2	99	13	11	106	-2

Later entries:
SMILES	MEP2-GFP yeast	EBNA-1 inh	procasp3 activ	RPL19A TOR yeast	ZTA counter	proCasp7 act	LAP4 TOR yeast	AHR act
COC(=O)c1ccc(OCCn2cnc3ccccc3c2=O)cc1	104	3	-5	104	5	5	112	0
C[C@H](NC(=O)c1nc[nH]c1C(=O)N[C@@H](C)c1ccccc1)C(=O)OC(C)(C)C	102	-4	-6	100	1	0	96	2
COc1ccccc1C(C)Nc1nc(-c2cccnc2)nc2ccccc12 (stereo not given)	99	8	4	102	14	13	112	9
COc1cc2c(cc1OC)CN(C(=O)c1ccncc1)CC2	100	-10	0	104	-4	2	89	14
COc1cc(OC)c(-n2c(C)cc(C=O)c2C)cc1Cl	106	-7	0	103	1	7	109	-2
CC(C)(C)n1cnnc1Sc1ccc([N+](=O)[O-])cn1	104	1	-8	96	0	3	122	-1
